Growth percent in the NCI-60 one-dose screen (48 h, 10 µM unless noted): 100 = growth as untreated, 0 = no growth, -100 = all killed.
SK-MEL-2: SK-MEL-2 melanoma. AID 1794763. 4.7% of 77,000 active
HOP-92: HOP-92 NSCLC cells | 6.3% of 71,000 active | AID 1794738
HOP-62: HOP-62 NSCLC; 3.9% of 80,000 active
SK-MEL-28: SK-MEL-28 melanoma. 4.1% of 81,000 active. AID 1794761
SK-MEL-5: SK-MEL-5 melanoma; 6.4% of 80,000 active
M14: M14 melanoma; 6.2% of 80,000 active
EKVX: EKVX NSCLC. 3% of 71,000 active
A549/ATCC: A549/ATCC NSCLC; 3.7% of 81,000 active; AID 1794740
An asterisk follows results filed as active; x = not tested or not shown; & = joins results of further samples; ! = not active in a repeat. How the source made its calls: active means growth percent below 10; inactive means the rest.

SMILES | SK-MEL-2 | HOP-92 | HOP-62 | SK-MEL-28 | SK-MEL-5 | M14 | EKVX | A549/ATCC
O=S(=O)(c1ccc(Br)cc1)c1nc(-c2ccccc2)oc1NCCCn1ccnc1 | 108 | 18 | 77 | 105 | 92 | 94 | 66 | 76
Cc1cccc(-n2c(C)nc3ccc(NC(=O)NCCCl)cc3c2=O)c1 | 114 | 86 | 96 | 113 | 102 | 99 | x | 101
N#Cc1nn(-c2ccc(Cl)cc2)nc1N1CCCCC1 | 113 | 123 | 112 | 103 | 99 | 104 | 88 | 107
CCCCCCNC(=O)Oc1ccc(/C(=C(/C)c2ccccc2)c2ccc(OCCN3CCCCCC3)cc2)cc1 | 96 | 12 | 79 | 44 | 20 | -40* | 64 | 63
NS(=O)(=O)c1ccc(Nc2nc(Nc3ccccc3)nc3nnc(SCC(=O)NC4CCCCC4)n23)cc1 | 106 | 105 | 103 | 105 | 105 | x | 103 | 108
Cc1ccc(-c2onc3ccc(C(=O)Nc4cccc(C(F)(F)F)c4)cc23)cc1 | 103 | 91 | 96 | 117 | 96 | 109 | 90 | 86
O=C1[C@@H](OS(=O)(=O)CC(F)(F)F)[C@H](c2ccc(F)cn2)N1c1cc2c3ccccc3ccc2c2ccccc12 | 90 | 71 | 89 | 80 | 67 | 73 | 88 | 83
COc1cc(/C=C(\C)c2ccc3c(c2)OCO3)cc(OC)c1OC | 95 | 54 | 90 | 92 | 93 | 96 | 86 | 91
O=C(Nc1cccc2[nH]c(C(F)(F)F)nc12)c1ccc(-n2cnnn2)cc1 | x | 83 | 98 | 120 | 87 | 107 | x | 98
O=C1N[C@@H](Cc2c[nH]c3ccccc23)C(=O)N(Cc2cccc(O)c2)[C@H]1Cc1ccccc1 | 96 | 67 | 83 | 107 | 92 | 95 | 107 | 83
CCN(CC)CCCC(C)Nc1ccnc2cc(C(F)(F)F)ccc12 (stereo unspecified) | 122 | x | 87 | 95 | 100 | 103 | 93 | 102
COc1cc(C2C3=C(CC(C)(C)CC3=O)N(CCO)c3cc4c(cc32)CCC4)cc(OC)c1OC (stereo unspecified) | 85 | 76 | 92 | 91 | 62 | 99 | 73 | 59
Oc1ccc(N=Cc2ccccc2O)cc1 | 141 | 75 | 94 | 127 | 92 | 94 | 103 | 101
Nc1ncnc(Nc2ccc(C(F)(F)F)cc2)n1 | 103 | 77 | 103 | 104 | 100 | 103 | 100 | 94
CC(OC(=O)Nc1ccccc1)C(=O)OCCCl (stereo unspecified) | 120 | 111 | 104 | 107 | 104 | 116 | x | 107
Cc1ccc(-c2cc(Cc3cccs3)c(=O)n(Cn3cncn3)n2)cc1 | x | x | 107 | 118 | 101 | 120 | 104 | 98
Cc1cc(Nc2ncnc3ccccc23)n[nH]1 | 107 | 102 | 111 | 105 | 108 | 117 | x | 96
Cc1ccc(-n2c3c(c(-c4ccccc4)c2-c2ccccc2)C2=NCCN2C(SCC(=O)c2ccccc2)=N3)cc1 | 93 | 88 | 96 | 99 | x | 96 | 76 | 87
Nc1c(N=Nc2ccc([N+](=O)[O-])cc2)c(S(=O)(=O)O)cc2cc(S(=O)(=O)O)c(N=Nc3ccccc3)c(O)c12 | 109 | 76 | 97 | 103 | 110 | x | 99 | 104
CS(=O)(=O)OCCCS(=O)(=O)O | 97 | 108 | 102 | 115 | 111 | 108 | 133 | 100
CC(CCc1cccc2ccccc12)(C(=O)O)C(=O)O | 96 | 116 | 101 | 143 | 110 | 108 | 100 | 99
COc1cccc(/C=C2/Sc3scc(-c4ccccc4)[n+]3C2=O)c1O | 90 | 64 | 97 | 103 | 87 | 84 | 106 | 100
N#Cc1nnn(-c2ccc(S(N)(=O)=O)cc2)c1NC(=O)CCl | 106 | 96 | 92 | 104 | x | 95 | 91 | 93
O=C1NC(=O)C2(CCCC2C(=O)O)N1 (stereo unspecified) | x | x | 111 | 110 | 110 | 106 | 94 | 105
Nc1nc2nc(/N=N/SCCC(=O)O)[nH]c2c(=O)[nH]1 | 110 | 117 | 103 | 106 | 100 | 104 | 95 | 98
Cc1cc2nc(CC(=O)c3ccc4ccccc4c3)c(=O)[nH]c2cc1C | 113 | 93 | 104 | 109 | 98 | 91 | 55 | 107
CC([C@H]1CCC2C3CCC4C(=O)C(NC=O)=CC[C@]4(C)C3CC[C@@]21C)N(C)C (stereo partly specified) | 82 | 42 | 74 | -70* | -56* | -33* | 30 | 45
O=C1NC(=S)S/C1=C/c1cc(Cl)cc(Cl)c1O | 102 | x | 118 | 112 | 106 | 99 | 114 | 104
COc1ccc(N2C(=O)/C(=C/C3=Cc4ccccc4OC3)SC2=S)c(OC)c1 | 108 | 97 | 102 | 96 | 98 | 102 | 101 | 97
CC(=O)Nc1cc2c3c(cccc3c1)-c1ccccc1-2 | 83 | 79 | 103 | 103 | 102 | 100 | 55 | 34
CC(=O)Oc1c(C2=NN(C(C)=O)C(c3ccc(Cl)cc3)O2)sc2nnc(-c3ccccc3)c(-c3ccccc3)c12 (stereo unspecified) | 100 | 46 | 121 | 82 | 88 | 102 | 113 | x
NC(N)=NC=O | 111 | 85 | 117 | 106 | 104 | 107 | x | 101
CCN(CC)CCNC(=O)C(Cl)=C1C(Cl)=C(Cl)C(Cl)=C1Cl | 48 | 54 | 75 | 73 | 47 | 39 | 88 | 47
CC(=O)N1c2ccc(S(=O)(=O)NCc3ccc4c(c3)N(C(=O)c3ccccc3)CC4)cc2CC1C (stereo unspecified) | 96 | 91 | 88 | 107 | 88 | 96 | 87 | 101
N#C/C(=N\Nc1ccc(F)cc1)C(=O)C1CC1 | 68 | 62 | 66 | 91 | 42 | 92 | 57 | 59
CCCCCCC(CCCCCCCCCCC(=O)OCC(CC)CCCC)OC(=O)CC (stereo unspecified) | 97 | 96 | 97 | 109 | 104 | 104 | x | 95
O=C(CNC(=O)Nc1ccc(C2=NCCN2)cc1)Nc1ccc(C2=NCCN2)cc1 | 106 | x | 104 | 109 | 110 | 106 | 109 | 106
CN(C)CC(Oc1ccccc1)c1ccccc1 (stereo unspecified) | 102 | 104 | x | 106 | 93 | 103 | 105 | 110
Cc1cccc(Oc2cc(Oc3cccc(C)c3)c3c(c2)Oc2ccccc2NC3=O)c1 | 87 | 53 | 91 | 93 | 81 | 94 | 68 | 69
O=CNc1ccc2c(c1)Cc1cc([N+](=O)[O-])ccc1-2 | 19 | 42 | 27 | 57 | 19 | -16* | 36 | 19
CCC(C)[C@@H]1N[C@@]2(C(=O)Nc3ccccc32)[C@@H](c2ccc(F)cc2)[C@@H]1C(=O)c1ccc(O)cc1 (stereo partly specified) | 91 | 78 | 83 | 96 | 83 | x | 64 | 73
C#CCOc1ccc2ncnc(Nc3cccc(NC(=O)CCl)c3)c2c1 | 70 | 85 | 93 | 91 | 68 | 77 | 93 | 67
O=[N+]([O-])c1cc([N+](=O)[O-])c2cccnc2c1O | 95 | 87 | 109 | 124 | 107 | 107 | 122 | 92
CNc1cc(-c2cccc(OC(F)(F)F)c2)nc2ccc(N3CCCC3)cc12 | -74*! | -32*! | 33&46&75 | -64* | -71* | -76* | 12&39&84 | 9.2*!
O=C(NCc1ccccc1)C(c1ccc(OCCBr)cc1)N(C(=O)CCc1ccccc1)C1CC1 (stereo unspecified) | 94 | 81 | 94 | x | x | 98 | 94 | 83
C=CCN1C(=O)c2ccccc2C1=O | 101 | 81 | 104 | 108 | 101 | 100 | 104 | 100
O=C(CCCCCCc1nc2ccc(Br)cc2[nH]1)NO | -5.4* | -22* | 13 | -17* | -81* | -16* | 29 | 7.5*
O=C1Nc2ccc(Br)cc2/C1=N\c1nnc(-c2ccc(Cl)cc2)o1 | 88 | 80 | 66 | 71 | 77 | 51 | 73 | 54
Cc1cccc(NC(=O)NNC(=O)c2ccncc2)c1NC(=O)NNC(=O)c1ccncc1 | 101 | 106 | 106 | 117 | 113 | 104 | 107 | 101
O=C(Cn1c(-c2ccccc2)nc2ccccc21)N=Nc1c(O)[nH]c2ccc(Cl)cc12 | 18 | -42* | -59* | -51* | 11 | 15 | 9.8* | 6.4*
C=C1C(=O)O[C@H]2[C@H]1CC/C(Cn1cc(CNC(=O)Cc3c[nH]c4ccccc34)nn1)=C\CC[C@@]1(C)O[C@@H]21 | 98 | 83 | 98 | 103 | 100 | 91 | 104 | 95
CCc1c(C)c2cc3nc(-c4ccc(C(=O)O)cc4)oc3c(C)c2oc1=O | 79 | 98 | 92 | 116 | 118 | 101 | 103 | 69
O=C(O)c1ccc(CNC(=O)c2nc(-c3ccccc3)n(-c3ccc(Cl)cc3)n2)cc1 | 94 | 90 | 90 | 100 | 101 | 97 | 99 | 95
COc1ccc(/C=c2\c(=O)n(-c3ccccc3)c3nnc(N/N=C(/C)C(=O)O)n23)cc1 | 110 | 90 | 99 | 115 | 95 | 107 | 97 | 102
Clc1ccc2c(c1)C(N1CCNCC1)=Nc1ccccc1O2 | x | 7.4* | x | -11* | 10 | 16 | 65 | 65
C/C(=N\N=C(/C)c1ccc(C)cc1)c1ccc(C)cc1 | 99 | 110 | 111 | 115 | 98 | 101 | 108 | 97
O=c1cc(SCc2ccccc2)nc[nH]1 | 111 | 100 | 91 | 133 | 113 | 106 | 95 | 103
O=C(O)C(c1ccccc1)C1(O)CC2CCC1C2 (stereo unspecified) | 106 | 118 | 102 | 108 | 105 | 95 | 99 | 97
O=S(=O)(O)c1ccc(N=Nc2ccnc3ccccc23)cc1 | x | 102 | 92 | 115 | 103 | 95 | 99 | 92
CCCCCCCC/C=C\CCCCCCCC(=O)OCCCC | 103 | 103 | 106 | 113 | 106 | 96 | 100 | 100
Remaining list, next part
SMILES | SK-MEL-2 | HOP-92 | HOP-62 | SK-MEL-28 | SK-MEL-5 | M14 | EKVX | A549/ATCC
NNc1nc2[nH]c(=O)ccc(=O)n2n1 | 104 | 100 | 102 | 106 | 101 | 102 | 97 | 102
O=C(CNc1ccccc1S)Nc1ccccc1C(=O)O | 115 | 104 | 91 | 116 | 100 | 91 | 98 | 97
CCN1C(=O)N(CC)C2Nn3c(s/c(=C4\C(=O)N(CCc5ccccc5)c5ccccc54)c3=O)=NC21 (stereo unspecified) | 100 | 94 | 101 | 82 | 97 | 102 | 86 | 91
COc1cc(-c2nn(-c3ccc(NC(=O)Nc4ccc(Cl)c(C(F)(F)F)c4)cc3)cc2-c2ccncc2)ccc1Cl | x | x | 9.0* | 18 | -58* | 1.7* | 3.2* | 12
CCOC(=O)COc1ccc(Cl)cc1 | 120 | 107 | 114 | 119 | 107 | 101 | 106 | 97
C=C(C)[C@@H]1CC[C@]2(C(=O)N3CCNCC3)CC[C@]3(C)[C@H](CC[C@@H]4[C@@]5(C)CCC(=O)C(C)(C)[C@@H]5CC[C@]43C)[C@@H]12 | 106 | 99 | 91 | 106 | 101 | 93 | 95 | 102
O=c1oc2cc(Br)ccc2cc1-c1nc2ccccc2[nH]1 | 105 | 80 | 87 | 103 | 92 | 96 | x | 99
CC(=O)c1nnc(CCC(=O)c2nc3ncccc3[nH]2)o1 | 104 | 106 | 96 | 105 | 103 | 98 | 107 | 98
Clc1ccc(-c2noc(Cn3cc(-c4ccccc4)nn3)n2)cc1 | 108 | 99 | 95 | 106 | 99 | 96 | 97 | 99
OC1CCC(Cn2c(C(F)(F)F)cc3c(Cl)ncnc32)CC1 (stereo unspecified) | -89* | 78 | 13 | 20 | -84* | -44* | 66 | 94
COc1cc(-c2nn(-c3cccc(NC(=O)CCN4CCN(C)CC4)c3)cc2-c2ccncc2)ccc1Cl | 2.3* | 23 | 25 | 17 | 8.5* | -42* | 47 | 31
CCOc1ccc(Nc2cccc3ccccc23)cc1 | 101 | x | 76 | 117 | 101 | 92 | 83 | 99
NC(N)=N/N=C/C(=N/N=C(N)N)c1ccccc1 | 105 | 102 | 151 | 109 | 103 | 107 | 101 | 108
CCCCCCN1CCN(Cc2ccc(N(CC)CC)cc2)C(=O)C1=O | x | x | 33 | 50 | 21 | 9.2* | x | 22

Assay outcomes deposited in PubChem BioAssay by NCI.
